# BAZ2B block – inhibitors of human BAZ2B bromodomain; hit rate 4.4% among 360,000; AlphaScreen BAZ2B-H3K14Ac peptide displacement; Q9UIF8; Potency, µM (series often up to 114 µM), for the others: at the highest dose activity change, negative = inhibition, most hits filed as inhibitors; note: potency is the fitted concentration of half-maximal effect; % is set by controls: 0 for no effect and ±100 for the full control effect; nearly all actives have a fitted effect of over 60% in size
#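 Complex of BAZ2B and biotin-H3K14Ac (50 nM apiece) forms over 30 min at RT, then faces library compounds up to 110 uM for another 30 min; AlphaScreen beads added, 20 min dark incubation, luminescence read.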
# PGK inhibitor – T. brucei PGK inhibition; P07378; PGK/GAPDH coupled, Kinase-Glo luminescence, 60 min; Potency, µM (highest dose often 57.5 µM), inactives show top-dose activity change, negative = inhibition, usual class: inhibitors; hit rate 0.043% among 380,000; AID 602233; note: potency is the fitted concentration of half-maximal effect; % is set by controls: 0 for no effect and ±100 for the full control effect; nearly all actives have a fitted effect of over 60% in size
#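 Luminescent ATP detection (Kinase-Glo Plus) follows a 60-minute room-temperature incubation, with wells lacking PGK as controls. Buffer: 100 mM TEA (pH 7.6), 5 mM MgCl2, 0.01% Tween-20. Coupling enzyme GAPDH (100 nM final) supplies unstable 1,3-BPG in-well.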
# ERG Ets-DNA blk – ERG Ets/DNA interaction inhibition; AID 624246; Potency, µM (series often up to 76.9 µM), for the others: at the top dose FP activity, negative = inhibition, usual class: inhibitors; hit rate 0.028% among 370,000; P11308; fluorescence polarization, His-ERG Ets domain / labelled DNA; active = well fitted inhibition curve with a large enough effect in the polarisation, with a control signal flat; inconclusive = small, poorly fitted or top-dose-only effect, or effect the other way, or a change in a side signal; inactive = no such curve, though single readings can be large or run the other way; the % refers to the polarisation;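 note: polarization taken with two DNA probes labelled with fluorescein and Texas red; potency is the fitted concentration of half-maximal effect; % of control where 0% means no effect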
# Target sequence (P11308 whole entry, looked up, the tested form may be a part): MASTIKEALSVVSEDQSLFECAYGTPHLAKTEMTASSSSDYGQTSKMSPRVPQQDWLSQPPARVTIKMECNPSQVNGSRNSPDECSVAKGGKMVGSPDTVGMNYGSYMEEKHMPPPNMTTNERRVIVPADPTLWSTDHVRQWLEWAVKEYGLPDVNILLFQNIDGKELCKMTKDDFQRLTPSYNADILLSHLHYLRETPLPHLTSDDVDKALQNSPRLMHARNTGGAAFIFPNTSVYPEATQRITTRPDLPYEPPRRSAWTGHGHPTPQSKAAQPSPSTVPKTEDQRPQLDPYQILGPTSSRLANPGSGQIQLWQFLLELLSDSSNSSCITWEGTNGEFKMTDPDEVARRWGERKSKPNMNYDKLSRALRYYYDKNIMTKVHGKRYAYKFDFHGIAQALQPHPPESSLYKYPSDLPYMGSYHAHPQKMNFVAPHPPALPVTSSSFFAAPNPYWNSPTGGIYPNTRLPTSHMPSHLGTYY
#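 His-tagged ERG Ets domain (1 uM in the protein solution; 300mM KCl, 50mM Tris-HCl, 1mM EDTA, 1mM DTT, pH 7.5) received compound, then a probe mix of 5 nM fluorescein-DNA and 100nM Texas-615-DNA. Fluorescence polarization was read for both dyes.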
# G9a block – G9a (human) methyltransferase inhibition; G9a H3K9 monomethylation, AlphaScreen, 2 h; Potency, µM (titrated, usually from 102 µM), for the others: top-dose activity, negative = inhibition, most hits filed as inhibitors; hit rate 8.8% among 350,000; AID 504332; note: potency is the fitted concentration of half-maximal effect; % is set by controls: 0 for no effect and ±100 for the full control effect; nearly all actives have a fitted effect of over 75% in size
# Target sequence (Q96KQ7 913-1193 limits assumed): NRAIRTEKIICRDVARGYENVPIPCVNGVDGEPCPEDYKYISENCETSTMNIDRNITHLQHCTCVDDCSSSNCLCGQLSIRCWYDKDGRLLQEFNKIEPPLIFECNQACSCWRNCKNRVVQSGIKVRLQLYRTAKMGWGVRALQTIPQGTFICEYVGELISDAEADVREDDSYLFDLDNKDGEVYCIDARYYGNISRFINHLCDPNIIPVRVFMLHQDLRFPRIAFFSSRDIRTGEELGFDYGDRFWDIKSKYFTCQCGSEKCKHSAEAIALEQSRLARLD
#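 G9a (20 nM) preincubated 15 min RT with compounds, then 500 nM biotinylated H3K9 peptide and 20 uM SAM added; 2 h RT reaction. Monomethyl-H3K9 product detected by AlphaScreen with anti-H3K9me1 antibody, streptavidin donor and anti-rabbit IgG acceptor beads.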
# GLS inh – blocks human kidney-isoform glutaminase activity | O94925 | GLS enzymatic activity, qHTS titration | Potency, µM (series often up to 45.5 µM), for the others: at the highest dose activity change, negative = inhibition, usual class: inhibitors | hit rate 0.21% among 410,000 | AID 624170; note: potency is the fitted concentration of half-maximal effect; % is set by controls: 0 for no effect and ±100 for the full control effect
#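 Enzyme dispensed in phosphate buffer (45 mM, pH 8.2, 0.02% Tween-20), compounds pinned in, then 1 mM L-glutamine solution and the glutamate oxidase–HRP–Amplex Red mix added; fluorescence read immediately and again after 30 min at room temperature.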
# Pin1 inh – human Pin1 inhibition; hit rate 0.009% among 390,000; Pin1 FP peptide displacement, HiFluor488, 10 min; Potency, µM (series often up to 115 µM), for the others: at the top dose activity, negative = inhibition, actives largely listed as inhibitors; AID 504891; active = well fitted inhibition curve with a large enough effect in the polarisation, with a control signal flat, not every such curve was filed as active; inconclusive = small, poorly fitted or top-dose-only effect, or effect the other way, or a change in a side signal; inactive = no such curve, though single readings can be large or run the other way; the % refers to the polarisation; note: potency is the fitted concentration of half-maximal effect; % is set by controls: 0 for no effect and ±100 for the full control effect
# Target sequence (Q13526 whole entry, looked up): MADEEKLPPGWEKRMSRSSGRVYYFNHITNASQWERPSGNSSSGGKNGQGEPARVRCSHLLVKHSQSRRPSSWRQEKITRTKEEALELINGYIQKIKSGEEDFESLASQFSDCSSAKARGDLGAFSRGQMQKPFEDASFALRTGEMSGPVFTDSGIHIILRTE
# HP1b binding inh – HP1-beta chromodomain-methylated histone interaction inhibition. Potency, µM (doses to about 114 µM), without a hit: at the top dose activity change, negative = inhibition, hits mostly inhibitors. AID 540317. AlphaScreen HP1-beta / biotin-H3K9me3 peptide binding. P83916. hit rate 0.56% among 390,000; note: potency is the fitted concentration of half-maximal effect; nearly all actives have a fitted effect of over 70% in size; inactives centre near 23
#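 Compound inhibition of the preformed complex between 50 nM HP1-beta and 50 nM biotinylated H3K9me3 peptide was read by AlphaScreen. Buffer was PBS pH 7.4 with 0.01% Tween-20. Incubations ran 30 min at room temperature, with 10 ug/mL donor/acceptor beads.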
# JMJD2A Tudor – blocks the human JMJD2A Tudor domain | O75164 | AlphaScreen JMJD2A-Tudor / H3K4me3 peptide binding | Potency, µM (titrated, usually from 114 µM), inactives show at the top dose activity change, negative = inhibition, hits mostly inhibitors | hit rate 4.4% among 390,000; note: potency is the fitted concentration of half-maximal effect; % is set by controls: 0 for no effect and ±100 for the full control effect; nearly all actives have a fitted effect of over 50% in size
# PI4K2A inh – inhibitors of human PI4K2A; purified PI4K2A, ADP-Glo luminescence, 1 h; stronger effect = lower value; hit rate 0.13% among 420,000; activity change, negative = inhibition, % at 76.9 µM; in the data active = activity change below about -50%; inconclusive = mostly about -30% to -49%;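 note: -100% = wells without enzyme as full effect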
#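 In this quantitative HTS, ADP production by PI4K2A was quantified luminescently after 1 h at ambient temperature; 100 microM adenosine served as plate-quality control.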
# An asterisk follows results filed as active; i = inactive; ? = inconclusive; · = not tested or not shown; [ ] = remark or other dose. Unless noted, calls come from the whole dose curve; as a rule, active = well fitted curve in the direction sought with a large enough effect; inconclusive = small, poorly fitted or top-dose-only effect, or another doubt; inactive = no such curve, though single readings can be large; an effect the other way counts as inactive or inconclusive.
SMILES,BAZ2B block,PGK inhibitor,ERG Ets-DNA blk,G9a block,GLS inh,Pin1 inh,HP1b binding inh,JMJD2A Tudor,PI4K2A inh
Cc1nn(-c2ccccc2)c(OC(=O)C(C)C)c1Sc1ccc(Cl)cc1,-3%,·,10%,4.5µM*,4%,-3%,4%,-33%,-6
Cc1ccc(-n2nc(CO)c(C(=O)NCc3cccnc3)n2)cc1,-8%,6%,-4%,7%[59 µM],3%,-6%,27%,-12%,2
CN1CC(=O)Nc2ccc([N+](=O)[O-])cc2C1=O,10%,-7%,18%,11%,-11%,-6%,10%,-3%,-5
O=C(c1ccncc1)N1CCN(S(=O)(=O)c2ccc(OC(F)(F)F)cc2)CC1,·,i,·,·,9%,-2%,21%,-6%,-2
CCOC(=O)Cc1ccc(NC(=O)n2ncc3c(C)cccc32)cc1,0%,-1%,0%,12%[59 µM],9%,0%,53%[activator],10%,0
CSCC[C@H](NC(=O)CCn1nnc2ccccc2c1=O)C(=O)O,12%,4%,-8%,20%[59 µM],?,1%,15%,-17%,0
Cc1cc(C)c(C(=O)COC(=O)c2ccc(NC(=O)CC#N)cc2)cc1C,-17%,0%,2%,-12%[12.7 µM],4%,?,12%,-11%,6
O=C(c1ccco1)N1N=C(c2ccncc2)CC1(O)C(F)(F)F (stereo unspecified),0%,2%,-3%,·,10%,-2%,21%,-1%,-4
CCCc1cc(-c2[nH]ncc2-c2ccc(C(=O)OCC)o2)c(O)cc1O,?,-8%[11.5 µM],·,-10%[59 µM],14%,-8%,?,?,1
CCOC(=O)c1sc(Nc2nc3c(F)cccc3s2)cc1C,13%,-11%,-2%,15%[59 µM],1%,3%,38%,-12%,-4
O=c1cc2c(nn1Cc1ccc(F)cc1)-c1ccccc1CC2,14%,3%,-5%,56%[activator],0%,0%,36%[activator],11%,3
CCOC(=O)C(NC(C)=O)(N1CCc2ccccc2C1)C(F)(F)F (stereo unspecified),12%,2%,-13%,?,8%,0%,42%[activator],0%,3
CCn1cc(C(=O)OCC(=O)OC2CC(C)CCC2C(C)C)c(=O)c2ccc(C)nc21 (stereo unspecified),2%,-5%,-4%,?,0%,-6%,15%,-33%,17
COc1cccc(NC(=O)CSc2nc3c(oc4ccccc43)c(=O)[nH]2)c1,7%,3%,3%,18%[59 µM],14%,9%,31%,-9%,-2
Cc1cc(=O)n2[nH]c(N)c(N=Nc3ccccc3)c2n1,0%,-2%,·,-9%[59 µM],12%,-5%,11%,-21%,10
CCOC(=O)N1CCN(c2nc3ccccn3c(=O)c2C=O)CC1,8%,-5%,17%,48%[activator],14%,-15%,23%,-2%,6
S=c1[nH]c(-c2ccc(Br)cc2)cn1CCc1ccccc1,-15%,-4%,1%,29%[59 µM],-4%,0%,26%,-6%,1
COc1ccc(C)cc1NC(=O)C(=O)NCCc1sc(-c2cccc(C)c2)nc1C,7%,-4%,2%,13%[59 µM],-12%,1%,14%[57 µM],-6%,-3
CC1=NCCN1S(=O)(=O)c1cccc([N+](=O)[O-])c1,5%,-4%,-1%,?,-3%,-6%,11%,-6%,-3
Cc1cc(C)cc(OCC(=O)Nc2ccc(S(=O)(=O)Nc3ccccn3)cc2)c1,?,-10%,-14%,3%[59 µM],-4%,6%,21%,-16%,-8
O=C(COc1ccc(Oc2ccccc2)cc1)NCc1cn2ccccc2n1,?,-7%,0%,?,5%,-11%,-4%,-25%,-2
Cc1ccc(S(=O)(=O)N(CC(O)CN2CCCCC2)c2cccc([N+](=O)[O-])c2)cc1 (stereo unspecified),5%,3%,3%,9%,23%,0%,2%,-11%,4
Cc1ccc(NC(=O)Cc2nc(CN(C)CC(=O)Nc3ccc(C)cc3)cs2)cc1,-31%,-10%,12%,-7%[59 µM],1%,-12%,33%,?,0
CCn1c(C)nc2cc(S(=O)(=O)N3CCCCC3)ccc21,43%[activator],-1%,3%,-3%[59 µM],7%,-5%,18%,-21%,-11
CC(=O)c1c(C)[nH]c(C(=O)Nc2ccccn2)c1C,-34%,-1%,-16%,5%,-15%,-10%,27%,-19%,23

# Next part
SMILES,BAZ2B block,PGK inhibitor,ERG Ets-DNA blk,G9a block,GLS inh,Pin1 inh,HP1b binding inh,JMJD2A Tudor,PI4K2A inh
CSc1ccccc1C(=O)C1CCCN(C(=O)NC(C)C)C1 (stereo unspecified),?,1%,20%,-25%,0%,0%,30%,-20%,6
Cc1cccc(N2CCN(S(=O)(=O)c3ccc(F)c(C(=O)Nc4cccc(Cl)c4C)c3)CC2C)c1 (stereo unspecified),3%,0%,-1%,-4%[59 µM],0%,-1%,26%,-19%,-11
O=C(NCc1cccc(Br)c1)C1CC(c2ccccc2[N+](=O)[O-])=NO1 (stereo unspecified),·,5%,2%,·,1%,-9%,6%,-27%,-1
O=C(c1cc2nc(-c3ccco3)cc(C(F)(F)F)n2n1)N1CCN(c2ccccn2)CC1,5%,i,-19%,?,-2%,?,31%,-3%,-8
CCOc1ccc(NC(=O)c2c(NC(=O)c3ccccc3F)sc3c2CCC3)cc1,3%,-1%,-5%,0%[59 µM],0%,2%,36%[activator],-11%,-4
COc1ccc(S(=O)(=O)N(CC(=O)N2CCN(C)CC2)c2ccc(C)cc2)cc1Br,-31%,2%,5%,6%,6%,-6%,?,-6%,3
COc1ccccc1-c1nc(C(=O)NCC2CCCO2)cc2c1[nH]c1ccccc12 (stereo unspecified),?,-1%,-2%,·,14%,26%,26%,-20%,-2
Cc1cccc(NC(=O)CCCNC(=O)c2ccc(Cl)cc2)n1,-16%,i,2%,24%,-5%,-2%,30%,-1%,-1
COc1ccc(CN(CCCN2CCOCC2)C(=O)Nc2cccc(Cl)c2)cc1OC,-34%,-2%,6%,-7%[59 µM],-1%,-1%,-4%,-17%,6
O=c1[nH]c(-c2cccs2)nc2ccccc12,-3%,7%,-5%,10%[59 µM],-3%,-3%,32%[activator],8%,2
CC(C)C[C@H](NC(=O)C1(c2ccccc2)CCN(C(=O)OC(C)(C)C)CC1)C(=O)N1CCC[C@H]1C(=O)O,-12%,-5%,12%,-23%,2%,0%,29%,2%,-4
Cc1sc(NC(=O)c2ccco2)c(CN2CCN(Cc3ccccc3)CC2)c1C,·,-2%,-7%,?,5%,-2%,-13%,?,2
C#CCOCCOCCOCCNc1nc(N2CCOCC2)nc(N2CCN(C(=O)[C@H](CCCCN)n3cc([C@@H](N)CO)nn3)CC2)n1,50µM*,6%,-4%,-30%[12.7 µM],-8%,6%,17%,79µM*,-9
Cc1ccc2c(Cl)cc(Cl)c(OCC(=O)OCC(=O)Nc3ccc(C#N)cc3)c2n1,5%,2%,-6%,?,-21%,0%,34%,7%,-1
Cc1ccc(S(=O)(=O)N(CC(O)CN(C)C)c2ccccc2)cc1 (stereo unspecified),5%,i,2%,-6%[12.7 µM],-2%,-6%,37%,-11%,8
O=C(CCCN1C(=O)/C(=C/c2cccc(Br)c2)SC1=S)NCCCN1CCOCC1,10µM*,-9%,88%[activator],45µM*,-1%,7%,-19%,45µM*,2
C=CCn1c(SCC(=O)Nc2cccc(S(N)(=O)=O)c2)nc2sc(C)c(C)c2c1=O,·,-2%,10%[15.4 µM],·,13%,16%,17%,-21%,2
O=C(Nc1cccc(NC(=O)c2ccccc2Cl)c1)c1ccco1,-4%,2%,10%,2%,5%,0%,37%,-4%,1
Cc1ccc(OCC(=O)Nc2ccc(C)c(S(=O)(=O)N3CCCCCC3)c2)c([N+](=O)[O-])n1,-34%,-1%,-1%,-11%,-16%,2%,-5%,?,4
CN(C(=O)c1cccc(NC(=O)Cc2ccc(NC(=O)C3CCN(C(=O)C4CCCCC4)CC3)cc2)c1)C1CCCC1,·,i,2%,·,-1%,6%,40%,-16%,-1
O=C(Nc1nncs1)C1CC(=O)N(C2CCCC2)C1 (stereo unspecified),2%,2%,3%,60%[activator],0%,-1%,32%,-32%,-6
COc1ccc(S(=O)(=O)NC2CCCC2)c(Cl)c1Cl,4%,0%,-13%,13%,?,7%,14%,-8%,-5
COc1ccc(NC(=S)NC(C)C(c2ccccc2)N2CCOCC2)cc1 (stereo unspecified),-24%,-3%,-6%,8%,6%,-4%,-4%,-18%,2
Cc1cccc(C(=O)N2CCN(Cc3ccc4c(c3)OCO4)CC2)c1,10%,-5%,18%,-2%,8%,-1%,28%,-16%,-8
COc1cc(CNc2ccc(N3CCN(C(C)=O)CC3)cc2)ccc1OCc1ccc(F)cc1,22µM*,10%,-2%,4µM*,0%,?,?,?,-14

# Next structures.
SMILES,BAZ2B block,PGK inhibitor,ERG Ets-DNA blk,G9a block,GLS inh,Pin1 inh,HP1b binding inh,JMJD2A Tudor,PI4K2A inh
COc1ccc(NC(=O)c2ccc(Cc3ccc(C)cc3)o2)cc1,4%,4%,6%,?,-1%,3%,27%,0%[57.1 µM],6
Cc1noc(C)c1Cc1ccc(O)cc1,-5%,-2%,0%,-37%[59 µM],18%,-1%,15%,-13%,-7
Cc1cccc(Nc2nc(N3CCCCC3)nc(N3CCCCC3)n2)c1,3%,i,·,-2%[59 µM],11%,-10%,28%,7%,-1
COCCCNC(=O)C1CCN(Cc2cc3ccccc3n2Cc2cccc(C)c2)CC1,?,7%,6%,0%[59 µM],6%,-16%,2%,-32%,-5
COc1ccc(CCN(C)Cc2nc(Cc3ccc(OC)c(OC)c3)no2)cc1OC,-26%,-3%,5%,?,6%,0%,28%,-15%,1
COc1cccc(Cn2c(=O)c3[nH]cnc3n(-c3ccccc3C)c2=O)c1,-25%,-7%,2%,71µM*,1%,0%,45%[activator],-15%,-2

# Screening results: PubChem, National Center for Advancing Translational Sciences (NCATS)
